KB-3-1 cytotox – kills parental KB-3-1 adenocarcinoma cells; KB-3-1 viability, CellTiter-Glo ATP luminescence, 72 h; Potency, µM (doses to about 46.1 µM), for inactives: at the highest dose activity change, negative = cytotoxic, hits mostly cytotoxic; 1.4% of 400,000 active; note: potency is the fitted concentration of half-maximal effect; % is set by controls: 0 for no effect and ±100 for the full control effect; nearly all actives have a fitted effect of over 60% in size
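Parental KB-3-1 viability, qHTS format: 72 h compound exposure, 37 °C; CellTiter-Glo; media-only wells and DMSO plates as controls; concentration-effect fits on corrected data.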
ATXN2 expr inh – reduces ATXN2 reporter expression in HEK-293 cells | Potency, µM (titrated, usually from 57 µM), for the others: at the highest dose activity change, negative = inhibition, hits mostly inhibitors | HEK-293 ATXN2-luciferase reporter, luminescence, 24 h | 0.72% of 360,000 active | AID 1745845; note: potency is the fitted concentration of half-maximal effect; % is set by controls: 0 for no effect and ±100 for the full control effect; nearly all actives have a fitted effect of over 55% in size
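ATXN2-luciferase reporter cells (luciferase flanked by upstream and downstream ATXN2 gene portions) were treated 24 h at 37 °C with compounds at up to 57 uM. SteadyGlo luminescence gave expression; GF-AFC fluorescence gave viability.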
HT1080NT lethal – kills 2HG-producing HT-1080-NT fibrosarcoma cells. HT-1080-NT fibrosarcoma viability, CellTiter-Glo ATP luminescence, 48 h. Potency, µM (titrated, usually from 46.1 µM), for the others: top-dose activity, negative = less viability, actives largely listed as cytotoxic. 1.6% of 360,000 active;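 note: NT is the 2HG producing partner of a matched IDH1 knockdown line; potency is the fitted concentration of half-maximal effect; 0% = DMSO-treated cells and -100% = media-only wells without cells; nearly all actives have a fitted effect of over 55% in size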
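750 cells/well, RPMI + 5% FBS; 2 h settle, compound pin-transfer, 48 h at 37 degrees C. CellTiter-Glo 10 min RT, luminescence. Normalized to DMSO and media-only wells.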
IL-1B inflam inh – inhibitors of inflammasome signaling (IL-1 beta secretion). THP-1 LPS/ATP IL-1B secretion, AlphaLISA, 16 h; hits give low values. activity change, % at 57.5 µM. 4.7% of 360,000 active; in the data active = activity change below about -50%; inconclusive = mostly about -30% to -49%; note: % is set by controls: 0 for no effect and ±100 for the full control effect
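Secreted IL-1B measured by AlphaLISA bead assay after 16 h compound exposure of THP-1 cells; compounds (final up to 57.5 uM) added 1 h before LPS (250 ng/mL) and ATP (1.25 mM) stimulation; lower signal means less secretion.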
KB-V1 MDR tox – kills drug-selected multidrug resistant KB-V1 cells; KB-V1 MDR cells viability, CellTiter-Glo, 72 h; 3.4% of 400,000 active; Potency, µM (titrated, usually from 46.1 µM), for the others: at the top dose activity change, negative = cytotoxicity, actives largely listed as cytotoxic; note: potency is the fitted concentration of half-maximal effect; % is set by controls: 0 for no effect and ±100 for the full control effect; nearly all actives have a fitted effect of over 60% in size
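Luminescent ATP read-out (CellTiter-Glo, 10 min) measures survival of drug-selected KB-V1 MDR cells after 72 h, 37 degrees C compound exposure. Medium: phenol-red-free DMEM, 10% FBS. Values from fitted concentration-response curves.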
SW480 rerep – induces DNA re-replication in SW480 colon adenocarcinoma cells | SW480 DNA re-replication, Hoechst DNA content imaging, 48 h | Potency, µM (doses to about 46.1 µM), for inactives: top-dose re-replication activation, most hits filed as activators | 1.8% of 340,000 active; note: potency is the fitted concentration of half-maximal effect; % of control where 0% means no effect; nearly all actives have a fitted effect of over 55% in size
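Per well, 250 cells were exposed to pinned compound for 48 hr. Nuclear DNA was visualised with Hoechst (40 min, 37 C) and total object intensity recorded by fluorescence scanning.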
ATXN viability – reduces viability in counter-screen for ATXN expression inhibitors; S2 cells (HEK-293 line with an ATXN2-luciferase reporter) viability, CellTiter-Fluor protease fluorescence, 24 h; Potency, µM (top dose mostly 56.7 µM), actives largely listed as cytotoxic; 0.49% of 400,000 active; AID 651635; note: potency is the fitted concentration of half-maximal effect; nearly all actives have a fitted effect of over 40% in size
MCF10A rerep – induces DNA re-replication in MCF 10a normal breast cells; MCF 10A DNA re-replication, Hoechst nuclear intensity, 48 h; 2.9% of 350,000 active; AID 624296; Potency, µM (top dose mostly 46.1 µM), inactives show at the top dose activity, positive = re-replication, usual class: activators; note: potency is the fitted concentration of half-maximal effect; % of control where 0% means no effect; nearly all actives have a fitted effect of over 50% in size
HT1080 IDH1KD tx – toxicity to HT-1080 IDH1 knockdown cells (counter line); HT-1080 IDH1 knockdown viability, ATP luminescence, 48 h; Potency, µM (series often up to 46.1 µM), without a hit: at the highest dose activity, negative = toxicity, usual class: cytotoxic; 2% of 360,000 active;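 note: potency is the fitted concentration of half-maximal effect; 0% = DMSO wells and -100% = cell-free medium wells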
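% activity derives from luminescence (CellTiter-Glo), normalised to DMSO and no-cell wells. HT-1080-IDH1KD cells, 750/well, had 48 h compound exposure at 37 °C.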
An asterisk follows results filed as active; i = inactive; ? = inconclusive; · = not tested or not shown; & = joins results of further samples; [ ] = dose if it differs, or a comment. Unless noted, calls come from the whole dose curve; as a rule, active = well fitted curve in the direction sought with a large enough effect; inconclusive = small, poorly fitted or top-dose-only effect, or another doubt; inactive = no such curve, though single readings can be large; an effect the other way counts as inactive or inconclusive. Hits appear at their usual frequency; any-hit rate near 11%.

Values run as follows: KB-3-1 cytotox	ATXN2 expr inh	HT1080NT lethal	IL-1B inflam inh	KB-V1 MDR tox	SW480 rerep	ATXN viability	MCF10A rerep	HT1080 IDH1KD tx
> CCc1ccc(NC(=S)N(CCCN2CCN(C)CC2)Cc2cccs2)cc1
  -10%	-17%	-15%	-6	9%	0%	i	14%	-13%
> COC(=O)CC1C(=O)NCCN1C(=O)c1cc(OC)c(OC)cc1OC (centres undefined)
  8%	·	12%	15	16%	-16%	i	-4%	0%
> OCC1OC(n2cnc3c(=S)nc[nH]c32)C(O)C1O (centres undefined)
  0.58µM*	·	·	·	?	6%	·	?	·
> Cc1cccc(Cn2c(=O)n(-c3ccc(CC(=O)NCc4ccco4)cc3)c(=O)c3sccc32)c1
  23µM*	-23%	?	-13	?	?	i	?	?
> O=C(/C=C/c1ccc([N+](=O)[O-])cc1)NCc1ccccn1
  -17%	3%	-6%	15	0%	0%	i	?	-3%
> COc1cc(/C=C2\OC(=O)c3c(OC)cccc32)ccc1O
  -9%	59%[activator]	2%	?	0%	?	i	10%	11%
> Cn1cc(/C=N\NC(=O)c2cccs2)c2ccccc21
  10%	49%[activator][11.3 µM]	15%	18	-5%	25%	i	?	4%
> CSCCNC(=O)C1(C)CCN1C(=O)c1sccc1C (centres undefined)
  3%	20%	2%	12	-1%	·	i	·	22%
> CC(C)C[C@@]12C(=O)N(c3cccc(Cl)c3)C(=O)N1[C@H](c1ccc(Cl)cc1)[C@@H]1C(=O)N(C3CCCCC3)C(=O)[C@@H]12
  5%	5%	5%	27	5%	29%	i	-40%[inhibitor]	-1%
> COc1ccc(Nc2nc(OC)nc(N3CCOCC3)n2)cc1
  13%	-7%	6%	-13	-4%	-3%	i	-6%	1%
> O=[N+]([O-])c1cc(S(=O)(=O)N2CCOCC2)ccc1N1CCCC1
  -2%	9%	-9%	-7	?	?	i	5%	-1%
> CC1(C)NC(=O)N(CC(O)CNC23CC4CC(CC(C4)C2)C3)C1=O (centres undefined)
  3%	-2%	15%	21	3%	0%	i	-2%	12%
> COc1ccc(OC)c(C2C(C(C)=O)=C(O)C(=O)N2Cc2cccnc2)c1 (centres undefined)
  16%	1%	3%	21	7%	-5%	i	2%	4%
> CCCn1nnnc1NCc1ccc(N(CC)CC)cc1
  0%	·	-12%	-7	7%	-1%	i	-1%	2%
> COc1cccc(COC(=O)c2ccc(-c3nnn(Cc4cccc(OC)c4)n3)cc2)c1
  -4%	0%	·	·	-13%	·	i	·	·
> CCC(=O)Nc1cc(-c2nn(C)c(=O)c3ccccc23)ccc1OC
  -1%	25%	3%	-1	12µM*	-5%	i	3%	-19%
> CC(Sc1nn(-c2ccccc2)c(=S)s1)C(=O)NCC1CCCO1 (centres undefined)
  0%	·	-3%	-6	-1%	-17%	i	15%	-4%
> CCCC(=O)Nc1cccc(Oc2nc(C)cc(C)c2C#N)c1
  -1%	-7%	8%	-4	-3%	6%	i	1%	5%
> CCOC(=O)CC1(NC(=O)c2cc(COc3ccc(F)c(F)c3)on2)CCCCC1
  -15%	-38%	-3%	27	-8%	-35%	i	?	-28%
> Cc1cc(=O)oc2cc(NC(=O)C(C)N3C(=O)C4CCCCC4C3=O)ccc12 (centres undefined)
  -2%	-17%	5%	2	7%	-2%	?	1%	4%
> COc1ccccc1N1CCN(S(=O)(=O)CCNC(=O)c2ccc(Br)o2)CC1
  -12%	·	-4%	18	?	2%	?	13%	-1%
> COc1ccc(NS(=O)(=O)c2cc(NC(=O)c3cc(F)c(F)cc3Cl)ccc2N2CCOCC2)cc1
  0%	-12%	-15%	-28	16%	?	i	-5%	-25%
> CC(C)(C)NC(=O)c1ccccc1NC(=O)C1CCCO1 (centres undefined)
  ?	3%	1%	-8	?	-9%	i	-4%	20%
> Cc1cc2c(cc1C)-n1nnnc1C(N1CCN(CC(=O)N3CCCC3)CC1)C(=O)N2 (centres undefined)
  24%	·	22%	0	6%	·	·	·	15%
> O=C(Nc1ccncc1)c1ccc2c(c1)S(=O)(=O)c1ccccc1C2=O
  ?	-29%	-9%	2	-23%	-25%	?	0%	-17%
> O=C1c2ccccc2C(=O)N1Cc1nc2ccccc2c(=O)n1CCCn1ccnc1
  0%	4%	0%	17	-16%	-5%	i	-3%	16%
> Cc1ccc(C(=O)NCCNc2nc3cc(C)c(C)cc3cc2C)cc1
  ?	?	-9%	-5	?	8.2µM*	i	8.2µM*	-21%
> CC1(c2ccccc2)NC(=O)N(CC(=O)N2CCc3ccccc32)C1=O (centres undefined)
  2%	·	5%	3	12%	·	i	·	3%
> Cc1ccc(C(c2sc3nc(C)nn3c2O)N2CCN(c3ccccc3F)CC2)cc1 (centres undefined)
  4%	-3%	-1%	-2	-19%	1%	i	3%	7%
> CN1C[C@@H]2[C@@H]3C(=O)N(C)C(=O)[C@@H]3[C@](C)(C1=O)N2C(=O)c1ccccc1
  20%	5%	?	28	?	-19%	i	2%	20%
> O=C(Nc1ccccc1)OC(CN1CCCCC1)C(F)(F)F (centres undefined)
  10%	3%	7%	-4	8%	-3%	i	-2%	11%
> COCCN1CCC(CNCc2cn[nH]c2-c2ccc(C)c(C)c2)C1 (centres undefined)
  0%	3%	-18%	?	?	-9%	i	2%	-14%
> COc1ccc(OC)c(S(=O)(=O)NC(C)c2ccc(-n3ccnc3)cc2)c1 (centres undefined)
  0%	·	5%	4	20%	-8%	?	6%	2%
> COc1ccc(-c2nn(C)c3sc(C(=O)N4CCN(c5cc(Cl)ccc5C)CC4)cc23)cc1OC
  -8%	0%	·	·	-12%	·	i	·	·
> COc1ccc(-c2cc3ccc(OC)cc3cn2)cc1
  ?	5%	5%	57	-4%	-4%	i	12%	12%
> CCOC(=O)c1nnn(-c2nonc2N)c1CSc1ccccn1
  0%	5%	0%	19	?	-3%	i	16%	0%
> COc1cc([N+](=O)[O-])ccc1-c1ccc(/C=N/NC(N)=O)o1
  1%	0%	3%	-5	-3%	13%	i	-2%	12%
> CCc1cccc(NC(=O)c2coc(=O)c3ccccc23)c1
  ?	-13%	·	·	-27%	·	i	·	·
> CCOC(CCNC(=O)c1cn(C)c(=O)c2c1c1ccccc1n2C)OCC
  2%	·	3%	17	20%	0%	i	-1%	8%
> N#CC1=C(N)Oc2cc(O)ccc2C1c1ccc(Br)s1 (centres undefined)
  -8%	-15%	-17%	8	-16%	-3%	·	-1%	-26%
> Cc1ccc(C(=O)OC(C)C(=O)NC2CCCCC2C)s1 (centres undefined)
  3%	-7%	10%	-9	21µM*	-5%	i	6%	12%
> COc1ccccc1-n1c(SCC(=O)N2CCCC2)nc2cccnc21
  -4%	6%	0%	6	-1%	6%	i	12%	9%
> Cc1onc(-c2ccccc2Cl)c1C(=O)N1CCN(C(=O)c2ccco2)CC1
  22%	6%	7%	-15	6%	-2%	i	0%	7%
> O=C(NCC(=O)N1CCN(S(=O)(=O)c2ccccc2F)CC1)c1ccc2ccccc2c1
  -1%	-29%	5%	5	-11%	-34%[inhibitor]	i	2%	12%
> CCOC(=O)C1=C(N)Oc2cc(O)ccc2C1c1ccccc1 (centres undefined)
  ?	·	?	84	?	23%	?	?	?
> c1cn2c(NC3CCCCC3)c(-c3ccc(SC4CCCCC4)cc3)nc2cn1
  17%	10%	?	-63*	0%&-8%	-1%	·	?	?
> Cn1c(Cn2nnc3ccccc32)nnc1SCC(=O)N1CCc2ccccc21
  18%	-1%	11%	31	-21%	6%	i	28%	7%[9.24 µM]
> CNC(=S)N(C)[C@H]1c2c(ccc3ccccc23)OC[C@H]1CO
  9%	0%	-11%	-27	-10%	-2%	i	-12%	-7%
> CC1CCN(C(=O)CSCc2ccc(Cl)cc2)CC1
  -1%	56%[activator]	0%	-10	?	-5%	i	-4%	-2%
> COC(=O)/C=C1/N/C(=N\c2nc(C)cc(C)n2)N(c2cccc(C)c2)C1=O
  -3%	-1%	19%	-69*	1%	-2%	i	18%	19%
> Cc1ccc(NS(=O)(=O)c2ccc(OCC(=O)NCC3CCCO3)cc2)cc1 (centres undefined)
  2%	-12%[11.3 µM]	-1%	39	2%	5%	i	-7%	8%
> C=CCn1c(Sc2nc(C)cs2)nc2c1c(=O)[nH]c(=O)n2C
  8%	1%	2%	0	2%	-5%	i	-1%	14%
> CS(=O)(=O)c1nc(-c2ccc(Br)cc2)cc(-c2ccccc2)c1C#N
  ?	?	?	-59*	-12%	3.7µM*	·	5.8µM*	?
> COc1ccc2c(c1)c(=O)oc1c(C)c(OC(C)C(=O)NCC3CCC(C(=O)O)CC3)ccc12 (centres undefined)
  0%	8%	8%	-10	15%	-26%	i	-2%	11%
> CC(C)OCCCNc1ccc(N2C(=O)CCCC2=O)cc1[N+](=O)[O-]
  1%	-2%	6%	9	44%	?	i	2%	5%
> COC(=O)/C=c1/s/c(=C(/C#N)C(=O)N2CCOCC2)n(-c2ccccc2)c1=O
  -4%	2%	3%	-24	?	-6%[9.22 µM]	i	?	0%
> CC1Cc2ccccc2N1Cc1cccc([N+](=O)[O-])c1 (centres undefined)
  -2%	-3%	-2%	-3	2%	7%	i	-5%	0%
> Nc1ccc2nc(SCC(=O)Nc3ccc(N4CCOCC4)c(Cl)c3)sc2c1
  ?	29%	?	-28	?	-1%	i	?	-25%

Single values from above:
ATXN2 expr inh, COc1ccc2c(c1)c(=O)oc1c(C)c(OC(C)C(=O)NCC3CCC(C(=O)O)CC3)ccc12 (centres undefined) is entered as 8%
HT1080NT lethal, CC(C)OCCCNc1ccc(N2C(=O)CCCC2=O)cc1[N+](=O)[O-] is entered as 6%
